# Screens (PubChem BioAssay)
# Htt clearance: compounds clearing mutant huntingtin protein. actives 0.42% (n = 47,000). HeLa Exon1htt(103Q)mCFP, aggregate imaging; zero = plate's median compound well. inhibition, % at 1.5 µM. AID 853;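 active = inhibition of aggregate fluorescence above about 70%, also judged a hit by eye on the cell image, limit read from the data, passing the limit was not always enough; inconclusive = no rule stated for this call; inactive = not judged a hit on image review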;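 note: cells exposed to compound for three days before fixation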
# Htt clearance grain fraction: further read-out of Htt clearance, marked with its call; fraction fluorescence in grains; measured here: aggregate grain fluorescence fraction; active compounds read low;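 scaled fraction of total cell fluorescence in grains with unit not stated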
# * hit, by the source's call; ? = inconclusive; . = not tested or not shown. These rows are one share of the data, so the mix of outcomes need not match the whole.
canonical_smiles	Htt clearance	Htt clearance grain fraction
COc1cccc(C2C(C(=O)c3cc4cccc(OC)c4o3)=C(O)C(=O)N2c2cc(C)on2)c1OC (stereo unspecified)	-14.6	21.5
COc1cccc(OCCn2c(C)c(/C=N/n3cnnc3)c3ccccc32)c1	29.4	12.7
CCOC(=O)c1sc(NC(=O)CSc2nc3c(cc2C#N)CCCCCC3)c(C#N)c1C	-24.2	27.2
CCN1CCN(Cc2nc(N)nc(Nc3ccc(C)c(C)c3)n2)CC1	-19.7	40.6
COc1ccnc(CSC(N)=Nc2ccccc2OC)c1	-11.3	19.5
CCOC(=O)N1CCN(Cc2nc3c(c(=O)[nH]c(=O)n3C)n2CCCc2ccccc2)CC1	-34.8	29.5
CCC(c1nnnn1Cc1ccco1)N(CCc1ccccc1)Cc1cc2cccc(C)c2[nH]c1=O (stereo unspecified)	75.8*	4.66*
CCOc1nc(Nc2cc(Cl)ccc2OC)nc(OCC)n1	-37.8	26.9
COc1ccc(CCNC(=O)C2CCN(S(=O)(=O)c3ccc(Cl)cc3)CC2)cc1OC	13.9	17.2
COCCNc1nc2ccccc2nc1NS(=O)(=O)c1ccc(C)cc1C	33.0	13.7
CCn1c(SCC(=O)Nc2ccccc2C(=O)OC)nnc1-c1cccc(C)c1	20.9	15.7
CCS(=O)(=O)n1nc(-c2ccc(Cl)cc2)nc1SCc1ccccc1	22.4	15.1
CCOC(=O)N1CCC(NC(=O)CCC(=O)N2CC(C)Oc3ccc(C)cc32)CC1 (stereo unspecified)	-36.5	26.7
O=C(COC(=O)CCc1c[nH]c2ccccc12)NC1CCS(=O)(=O)C1 (stereo unspecified)	-5.9	39.6
CC(C)(C)C(=O)Nc1cc(C(F)(F)F)ccc1N1CCOCC1	-44.6	26
c1ccc2c(c1)c1ccccc1n1c(-c3ccc4c(c3)OCO4)nnc21	48.5	15.8
O=C1CSc2ccc(C(=O)NCCC3=CCCCC3)cc2N1	-83.7	69.1
O=C(NC1CCCC1)C1CCCN1C(=O)Nc1ccccc1Cl (stereo unspecified)	38.5	24.8
CC1(C)Cc2c(cnn2-c2ccccc2)-c2c1c1ccccc1n2CC(O)CBr (stereo unspecified)	15.5	33.4
CCCc1c(C)c2cc(C)ccc2[nH]c1=O	-33.5	27
COc1ccc(NC(=O)N(CCc2ccccc2)Cc2cc3c(C)cc(C)cc3[nH]c2=O)cc1	12.3	20.5
Clc1ccc(Cc2noc(Cc3ccccc3)n2)cc1Cl	-67.0	34.4
O=C(NCc1ccccn1)c1cc2ccccc2oc1=O	-14.6	43.5
C=CCNC(=S)NNC(=O)c1ccc(OCCC)cc1	-5.2	20.2
COC(=O)C1C(=O)CC(C)(O)C(C(=O)OC)C1c1ccccc1F (stereo unspecified)	-18.7	21.1
Cc1ccc(S(=O)(=O)Cn2nnnc2CN2CCN(Cc3ccc4c(c3)OCO4)CC2)cc1	6.1	19.4
COC(=O)c1ccccc1S(=O)(=O)N1CCC(c2nc3ccccc3o2)CC1	29.3	11.6
O=C(NC12CC3CC(CC(C3)C1)C2)N1CCC(O)(c2ccc3c(c2)OCO3)CC1	-54.3	52.7
O=C(NCc1ccccc1)N(Cc1cc2cc3c(cc2[nH]c1=O)OCCO3)CC1CCCO1 (stereo unspecified)	-16.3	39.6
O=C(Cn1cnnn1)OCC(=O)c1ccc(Cl)s1	8.4	37.1
C/C=C/c1ccc(OCCN2C(=O)NC(C)(C)C2=O)c(OC)c1	67.6	6.27
CCOC(=O)c1nn(-c2ccc(OCC)cc2)c2nc(CC(C)C)c(C#N)c(=O)n12	-36.3	24.3
CCCCN1C(=O)C(O)(CC(=O)c2c(C)n[nH]c2C)c2cc(Br)ccc21 (stereo unspecified)	30.9	13.5
COc1nc(NCC(C)C)nc(Oc2ccc(=O)n(-c3ccccc3)n2)n1	26.1	38.5
Cc1cccn2cc(CNc3ccccc3)nc12	-7.5	22.7
CCNc1nc(NC(C)C)nc(SCCOc2ccc(C)cc2)n1	-6.7	42.4
CC1(C)OC(=O)C(=CNC(CCC(N)=O)C(=O)O)C(=O)O1 (stereo unspecified)	-17.3	21.6
CCOC(=O)Cc1csc(NC(=O)CSc2nnc(-n3nc(C)cc3C)c3ccccc23)n1	26.3	13.3
Nc1nc(-c2cccnc2)nn1C(=O)c1ccco1	18.8	19.2
CCCCn1c(N(CCOC(C)=O)C(C)=O)nc2ccccc21	36.9	19.4
Cc1cc(C)n2c(SCc3ccc(Cl)cc3Cl)nnc2n1	-2.3	43
COc1ccc(-n2cccc2C=O)cc1OC	4.7	35.9
CC(C)(C)NC(=O)C(c1ccncc1)N(C(=O)c1csnn1)C1CC1 (stereo unspecified)	-5.3	41.5
CCC(=O)N(CCc1ccccc1C)Cc1cc2cc3c(cc2[nH]c1=O)OCO3	-49.6	31.3
COc1cc2nc(N3CCN(C(=O)C4CCCO4)CC3)nc(N)c2cc1OC (stereo unspecified)	-34.4	47.1
Cc1ccccc1NC(=O)C1CC(Cl)=CCC1C(=O)O (stereo unspecified)	-1.8	20.8
COc1cccc(C2=N/C(=C\N(C)C)C(=O)O2)c1	12.1	17.8
Oc1cccc(-c2nc3ccccc3s2)c1	60.7	7.92
COc1cccc(NC(=O)COC(=O)c2ccco2)c1	-87.6	34.6
COC(=O)c1ccc(-c2nn(C)c(=O)c3ccccc23)cc1	32.9	22.4
O=C(CCCCCN1C(=O)c2ccccc2C1=O)NCCc1nc2ccccc2[nH]1	-17.2	24
CCN1CCC(NC(=O)c2cc(OC)c(OC)cc2OC)CC1	-7.7	49.8
O=S(=O)(Nc1nc2c(s1)CCCC2)c1ccc(Br)cc1	-9.7	20.3
Cc1cc(Nc2ccc(N3CCC(C)CC3)cc2)n2ncnc2n1	-6.8	19
COc1ccc(C(C#N)N2N=C(C)CC2(C)C)cc1OC (stereo unspecified)	-7.8	40.5
O=C(CCN1C(=O)c2ccccc2C1=O)OCN1C(=O)c2ccccc2C1=O	-3.9	24.6
Cc1ccc(C)c(NC(=O)CS(=O)(=O)c2c[nH]c3ccccc23)c1	15.6	28.5
Cc1cc(C)cc(NC(=O)CCNS(=O)(=O)c2ccc3c(c2)oc(=O)n3C)c1	-2.4	19.5
C=CCn1c(SCC(=O)O)nnc1-c1cccs1	30.6	16.4
CNC(=O)c1c(NC(=O)c2nc3ccccc3s2)sc2c1CCC2	?	.

# 24 consecutive entries from above:
canonical_smiles	Htt clearance	Htt clearance grain fraction
CC1(C)OC(=O)C(=CNC(CCC(N)=O)C(=O)O)C(=O)O1 (stereo unspecified)	-17.3	21.6
CCOC(=O)Cc1csc(NC(=O)CSc2nnc(-n3nc(C)cc3C)c3ccccc23)n1	26.3	13.3
Nc1nc(-c2cccnc2)nn1C(=O)c1ccco1	18.8	19.2
CCCCn1c(N(CCOC(C)=O)C(C)=O)nc2ccccc21	36.9	19.4
Cc1cc(C)n2c(SCc3ccc(Cl)cc3Cl)nnc2n1	-2.3	43
COc1ccc(-n2cccc2C=O)cc1OC	4.7	35.9
CC(C)(C)NC(=O)C(c1ccncc1)N(C(=O)c1csnn1)C1CC1 (stereo unspecified)	-5.3	41.5
CCC(=O)N(CCc1ccccc1C)Cc1cc2cc3c(cc2[nH]c1=O)OCO3	-49.6	31.3
COc1cc2nc(N3CCN(C(=O)C4CCCO4)CC3)nc(N)c2cc1OC (stereo unspecified)	-34.4	47.1
Cc1ccccc1NC(=O)C1CC(Cl)=CCC1C(=O)O (stereo unspecified)	-1.8	20.8
COc1cccc(C2=N/C(=C\N(C)C)C(=O)O2)c1	12.1	17.8
Oc1cccc(-c2nc3ccccc3s2)c1	60.7	7.92
COc1cccc(NC(=O)COC(=O)c2ccco2)c1	-87.6	34.6
COC(=O)c1ccc(-c2nn(C)c(=O)c3ccccc23)cc1	32.9	22.4
O=C(CCCCCN1C(=O)c2ccccc2C1=O)NCCc1nc2ccccc2[nH]1	-17.2	24
CCN1CCC(NC(=O)c2cc(OC)c(OC)cc2OC)CC1	-7.7	49.8
O=S(=O)(Nc1nc2c(s1)CCCC2)c1ccc(Br)cc1	-9.7	20.3
Cc1cc(Nc2ccc(N3CCC(C)CC3)cc2)n2ncnc2n1	-6.8	19
COc1ccc(C(C#N)N2N=C(C)CC2(C)C)cc1OC (stereo unspecified)	-7.8	40.5
O=C(CCN1C(=O)c2ccccc2C1=O)OCN1C(=O)c2ccccc2C1=O	-3.9	24.6
Cc1ccc(C)c(NC(=O)CS(=O)(=O)c2c[nH]c3ccccc23)c1	15.6	28.5
Cc1cc(C)cc(NC(=O)CCNS(=O)(=O)c2ccc3c(c2)oc(=O)n3C)c1	-2.4	19.5
C=CCn1c(SCC(=O)O)nnc1-c1cccs1	30.6	16.4
CNC(=O)c1c(NC(=O)c2nc3ccccc3s2)sc2c1CCC2	?	.

# Remaining list, next part
canonical_smiles	Htt clearance	Htt clearance grain fraction
O=C(c1cc2ccccc2oc1=O)N1CCSC1c1ccco1 (stereo unspecified)	33.1	13.1
Cc1ccc(NC(=O)c2ocnc2C)cc1Cl	1.0	39.7
COc1cccc(NC(=O)c2ncn[nH]2)c1	57.0	8.05
O=C(NCCN1CCc2ccccc2C1)C1CCN(S(=O)(=O)N2CCC3(CC2)OCCO3)CC1	-34.8	27.6
O=C(c1ccc(CS(=O)(=O)c2ccc(Br)cc2)o1)N1CCOCC1	-0.6	48.6
Cc1csc(NC(=O)CSc2nc3sc(C)c(C)c3c(=O)[nH]2)n1	4.4	35.5
Cc1nc(NCCCO)c(C#N)c2c1COC(C)(C)C2	3.3	39.2
COC(=O)CCCNS(=O)(=O)c1ccc2ccccc2c1	-15.8	20.6
O=C(NC(=O)c1ccccc1)OCC(F)(F)F	14.2	34.6
O=C(Nc1ccc(Br)cc1)c1ccc(N2C(=O)C3CC=C(Cl)CC3C2=O)cc1 (stereo unspecified)	-32.4	25.9
O=C(c1cc2nc(C3CC3)cc(C(F)F)n2n1)N1CCOCC1	-4.8	22.1
CC(Sc1nc2ccc(Br)cc2[nH]1)C(=O)O (stereo unspecified)	-30.7	25.6
CCCOC(=O)c1ccc(Oc2cn[nH]c2-c2ccc(OCC)cc2O)cc1	32.0	23.6
O=C(OCc1c(Cl)cccc1Cl)c1cnccn1	55.0	7.74
Cc1ccccc1NC(=O)NCCCN1CCN(C2CCCCC2)CC1	50.7	8.19
CCn1c(SCC(=O)Nc2sc(C)c(C)c2C#N)nnc1C(C)C	-11.2	46.9
COc1cccc(NC(=O)C2CCCN(S(=O)(=O)c3cccc4nsnc34)C2)c1 (stereo unspecified)	-3.7	35.7
CCOc1ccccc1NC(=O)CCN1CCN(S(=O)(=O)c2ccc(Br)cc2)CC1	-4.6	48.4
COc1cc(C2C(C(=O)c3cccs3)=C(O)C(=O)N2Cc2ccco2)cc(OC)c1OC (stereo unspecified)	-19.1	24.6
CCOC(=O)/C(C(C)=O)=C1/OC(=O)c2ccccc21	16.2	16.5
CCCCCn1c(N2CCC(C(N)=O)CC2)nc2c1c(=O)[nH]c(=O)n2C	7.3	31.1
CCOn1c(=O)c(C)[n+]([O-])c2ccccc21	-81.9	32.4
COc1ccc2[nH]c3nc(SCc4nnc(-c5ccccc5)o4)nnc3c2c1	33.4	12.1
Cc1ccc(-c2noc(C3CCCN(C(=O)c4ccccc4)C3)n2)o1 (stereo unspecified)	-2.5	20
CC1=C(C(=O)NC2CCCC(C)C2C)C2(CCCCC2)OC1=O (stereo unspecified)	-98.9	61.5
CSc1nnc2c(n1)c(C)nn2-c1ccc(C)cc1	-19.7	23.4
COC(=O)c1ccccc1NC(=O)CSc1nc2ccccc2c(=O)[nH]1	28.9	13.3
CCOC(=O)c1ccc2c(c1)nc(COc1ccc3ccccc3c1)n2CC	-63.1	38.1
CCOC(=O)C(C)n1cnc2c1c(=O)[nH]c(=O)n2C (stereo unspecified)	-26.0	26.8
Cc1cc(Cl)c(S(=O)(=O)Nc2ccc3c(c2)OCCO3)cc1OCC(N)=O	?	.
O=C(CN1C2CCCC1CC(NC(=O)c1ccco1)C2)Nc1ccccc1C(F)(F)F (stereo unspecified)	-2.2	19.5
CC(C)CC(NC(=O)C1CCC(C)CC1)C(=O)N1CCN(c2ccccn2)CC1 (stereo unspecified)	54.4	20.6
C=CCN1C(=O)C(O)(CC(=O)c2c(C)n[nH]c2C)c2cc(Br)ccc21 (stereo unspecified)	34.9	12.6
CC(=O)Nc1cccc2c1C(=O)N(c1cccc(C)c1)C2=O	11.3	18.9
CNC(=O)NC1CCCc2ccccc21 (stereo unspecified)	13.9	15.5
CC1=CC(C)(C)N(C(=O)CSc2nncn2C)c2ccccc21	-12.4	20.5
O=C(NCC1CCNCC1)c1ccncc1	36.6	12.5
CN(C(=O)C12CC3CC(CC(C3)C1)C2)C1(C)CCS(=O)(=O)C1 (stereo unspecified)	18.5	13.6
O=C(Nc1nc(-c2nc3ccccc3s2)cs1)c1ccc(S(=O)(=O)N2CCOCC2)cc1	1.6	36.2
CCCCc1ccc(NC(=O)c2c(C)noc2C)cc1	-63.3	29
CCC1C(=O)n2nc(-c3ccccc3)cc2N=C1C (stereo unspecified)	7.4	42.8
Cc1cc(C)n(-c2ccn(Cc3ccc(Cl)cc3Cl)c(=O)n2)n1	60.6	14.8
CCN1CCN(c2c(Cl)cccc2NC(=O)c2ccc(Br)o2)CC1	2.9	19.5
